Bioassay records (PubChem BioAssay)
Abeta rescue: restores growth of yeast expressing A-beta42 peptide | 0.063% of 410,000 active | Potency, µM (highest dose often 46.1 µM), for the others: at the highest dose growth rescue, usual class: activators | yeast expressing A-beta42, growth rescue, OD600, 48 h; response scale: 0% DMSO, 100% iron-clioquinol control; also: potency is read from the fitted curve at half-maximal effect; nearly all actives have a fitted effect of over 55% in size
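Yeast A-beta toxicity model in growth medium with pinned compounds, 48 h at 30 C; growth read as absorbance at 600 nm. Normalized to FeCl3/clioquinol equimolar mix (positive) and DMSO (negative).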
DRD3 antagonist: blocks the human D3 dopamine receptor. D3R cells, DiscoveRx beta-arrestin luminescence, antagonist mode; stronger effect = lower value. max response, negative = inhibition, %. 2.5% of 360,000 active. AID 652054; in the data active = max response below about -50%; inconclusive = no clear call, values can overlap the other calls; also: % is scaled to controls: 0 for no effect and ±100 for the full control effect; mostly tested at two doses, the higher about 12 µM
Target sequence (P35462 whole entry, looked up): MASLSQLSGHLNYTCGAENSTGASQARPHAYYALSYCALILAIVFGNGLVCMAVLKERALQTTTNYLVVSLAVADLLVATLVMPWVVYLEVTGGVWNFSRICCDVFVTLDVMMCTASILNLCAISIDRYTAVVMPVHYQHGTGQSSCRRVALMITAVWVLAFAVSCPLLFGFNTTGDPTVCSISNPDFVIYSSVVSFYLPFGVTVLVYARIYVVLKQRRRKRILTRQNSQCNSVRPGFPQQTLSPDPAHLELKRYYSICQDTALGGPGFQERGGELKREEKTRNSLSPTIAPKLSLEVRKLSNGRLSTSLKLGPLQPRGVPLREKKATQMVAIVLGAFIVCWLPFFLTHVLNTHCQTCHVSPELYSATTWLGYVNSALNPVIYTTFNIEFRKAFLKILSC
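Cells plated overnight at 1500 cells/well, then exposed to library compounds with dopamine controls for 90 minutes at 37 degrees C. DiscoveRx reagent added for 30–60 minutes at room temperature; luminescence read, quantitative HTS format.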
GLP1R inv ag: GLP-1 receptor (human) inverse agonism; P43220; HEK293 GLP-1R CRE-luciferase, luminescence, 24 h; GLP-1R form is constitutively active; Potency, µM (series often up to 38.3 µM), inactives show at the highest dose activity change, negative = inhibition, usual class: inhibitors; 1.6% of 410,000 active; AID 624417; also: potency is read from the fitted curve at half-maximal effect; % is scaled to controls: 0 for no effect and ±100 for the full control effect; nearly all actives have a fitted effect of over 55% in size
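Inverse agonism was detected as reduced cAMP-driven luciferase luminescence after 24 h compound treatment. The cells were HEK293 clones expressing constitutively active human GLP-1R with the reporter. Reporter-only and GPR119 cell lines served as counterscreen controls.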
aSyn rescue: alpha-synuclein toxicity inhibition in yeast; Yeast expressing alpha-synuclein, growth rescue, BacTiter-Glo, 24 h; Potency, µM (titrated, usually from 46.1 µM), inactives show top-dose growth rescue (activation), hits mostly activators; 0.14% of 370,000 active; AID 652106; also: potency is read from the fitted curve at half-maximal effect; % of control where 0% means no effect; nearly all actives have a fitted effect of over 65% in size
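Screening used galactose-induced yeast with toxic alpha-synuclein levels, exposed to compound for 24 hr at 30 deg C. Cell growth, read with BacTiter-Glo luminescence, gave the measured signal.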
pAkt inh: blocks phosphorylation of Akt; Neuro2A IGF-stimulated pAkt S473 HTRF, 20 min; stronger effect = lower value; activity change, % for hits at 50 µM; 0.32% of 360,000 active; in the data active = activity change below about -80%; inconclusive = mostly about -51% to -80%; also: % is scaled to controls: 0 for no effect and ±100 for the full control effect
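Neuro2A cells (4,500/well, DMEM with 0.5% FBS) were treated with compound at a single 50 µM final concentration, stimulated with 6 nM IGF for 20 min at 37 °C, and lysed. Phospho-Akt Ser473 was read by HTRF as 665/615 ratio ×10^4.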
PTHR1 agonist: agonists of human PTHR1 parathyroid hormone receptor | HEK293 GP2 PTHR1 cells, GloSensor cAMP luminescence, 1 h | Potency, µM (top dose mostly 115 µM), inactives show at the top dose activation, hits mostly activators | AID 743266 | Q03431 | 0.075% of 410,000 active; also: potency is read from the fitted curve at half-maximal effect; nearly all actives have a fitted effect of over 55% in size; some results filed as inactive show a strong effect at the top dose; inactives centre near -15; many of its hits are not listed in these tables
Target sequence (Q03431 whole entry, looked up): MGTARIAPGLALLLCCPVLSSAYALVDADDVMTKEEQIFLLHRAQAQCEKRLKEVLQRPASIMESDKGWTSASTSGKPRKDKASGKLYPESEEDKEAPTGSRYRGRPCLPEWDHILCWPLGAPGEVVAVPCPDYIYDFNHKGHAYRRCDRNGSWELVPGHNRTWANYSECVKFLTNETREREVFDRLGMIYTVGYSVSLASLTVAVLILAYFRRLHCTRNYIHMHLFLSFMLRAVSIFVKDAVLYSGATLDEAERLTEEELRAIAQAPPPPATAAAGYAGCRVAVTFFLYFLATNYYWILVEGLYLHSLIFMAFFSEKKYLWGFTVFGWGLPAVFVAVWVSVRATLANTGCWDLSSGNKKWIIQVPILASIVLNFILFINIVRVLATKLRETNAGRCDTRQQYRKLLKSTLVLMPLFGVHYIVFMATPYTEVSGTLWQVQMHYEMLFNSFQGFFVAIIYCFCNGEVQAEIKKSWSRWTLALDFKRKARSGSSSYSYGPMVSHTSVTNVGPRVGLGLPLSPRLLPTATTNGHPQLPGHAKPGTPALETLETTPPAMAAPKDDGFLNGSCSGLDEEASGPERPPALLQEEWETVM
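HEK-293-derived GP2 cells expressing PTHR1 and a GloSensor cAMP reporter, 3,000/well, plated overnight, given luciferin plus IBMX (each 0.5 mM as added) for 1 h at 37 °C, then compound for 1 h at 37 °C. Luminescence was read after 15 min at room temperature.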
TDP-43 yeast inh: TDP-43 toxicity inhibition in yeast. TDP-43 expressing yeast growth rescue, BacTiter-Glo, 24 h. Potency, µM (titrated, usually from 46.1 µM), for inactives: at the top dose growth rescue (activation), usual class: activators. 1.8% of 410,000 active. AID 652104; also: potency is read from the fitted curve at half-maximal effect; % of control where 0% means no effect; nearly all actives have a fitted effect of over 50% in size
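Yeast expressing TDP-43 (pregrown in raffinose, seeded at OD600=0.02 in galactose medium) exposed to compounds 24 hr at 30 deg C. Growth read by BacTiter-Glo luminescence; rescue of toxicity appears as increased signal.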
GLP-1R agonist: activates the human GLP-1 receptor; P43220; HEK293 GLP-1R CRE-luciferase, luminescence, 4-6 h; cells express a hypersensitive GLP-1R form; Potency, µM (highest dose often 45.6 µM), for the others: at the top dose activation, usual class: activators; 0.007% of 380,000 active; AID 624172; also: potency is read from the fitted curve at half-maximal effect; % of control where 0% means no effect
FUS yeast rescue: FUS proteinopathy suppression in yeast. S. cerevisiae FUS-expressing, growth rescue, OD600, 24 h. Potency, µM (titrated, usually from 76.6 µM), for inactives: at the highest dose growth rescue (activation), hits mostly activators. 0.24% of 390,000 active;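 also: potency is read from the fitted curve at half-maximal effect; plate controls were DMSO vehicle for no effect and reference control for full effect; nearly all actives have a fitted effect of over 55% in size; some results filed as inactive show a strong effect at the top dose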
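Compound concentration series was pinned onto galactose-induced FUS-expressing yeast seeded at OD 0.005. Plates sat 24hr at 30C; absorbance at 600 nm gave growth. DMSO served as background control.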
Numbers without * were called inactive; i = inactive; ? = inconclusive; . = not tested or not shown; [ ] = another dose, or the depositor's remark. Unless noted, calls follow the shape of the dose curve; as a rule, active = well fitted curve in the direction sought with a large enough effect; inconclusive = small, poorly fitted or top-dose-only effect, or another doubt; inactive = no such curve, though single readings can be large; an effect the other way counts as inactive or inconclusive. These rows are one share of the data (hit frequency here may not be typical).

entry	Compound	Abeta rescue	DRD3 antagonist	GLP1R inv ag	aSyn rescue	pAkt inh	PTHR1 agonist	TDP-43 yeast inh	GLP-1R agonist	FUS yeast rescue
1	Cc1ccc(C)c(SCC(=O)N(C)C2CCS(=O)(=O)C2)c1 (stereo unspecified)	-12%	14	7%	0%	i	-2%	-10%	0%	.
2	Cc1cc(=O)[nH]c2c1c(C)nn2C1CCOC(C)(C)C1 (stereo unspecified)	-19%	-17	0%	-12%	i	19%	-16%	4%	7%
3	Cc1nc(CS(=O)(=O)c2ccc(Cl)cc2)cc(N2CCOCC2)n1	1%	21	-1%	-14%	i	i	-3%	-1%	-17%
4	COc1cccc(CNC(=O)c2nn(C)c3c2CSc2ccccc2-3)c1	9%	.	?	.	.	i	18µM*	.	?
5	CC1CCN(CCc2nc3cc(NC(=O)NC4CCCCC4)ccc3n2C)CC1	9%	-86*	5%	3%	.	-3%[57.5 µM]	-20%	-6%	15%
6	O=C(CCc1ccc(O)cc1)NN=Cc1cc(Br)ccc1O	0%	-3	?	1%	i	-15%	-5%	1%	-26%
7	COc1ccc(CN2C(=O)C(CC(=O)NCc3cccc4ccccc34)CC(C(=O)N(C(C)C)C(C)C)=C2C)cc1 (stereo unspecified)	-5%	0	?	?	i	14%	-9%	1%	?
8	O=C(CN1CCC(n2nnc3cc(F)ccc32)CC1)N1CCc2ccccc2C1	18%	?	-25%	1%	i	-24%	-10%	2%	2%
9	CCn1c2ccccc2c2cc(NC(=O)COC(=O)c3cc(S(N)(=O)=O)c(Cl)cc3Cl)ccc21	-1%	0	-2%	0%	i	-7%	-10%	0%	12%
10	COc1cccc(N2CCN(C(=O)CC(NC(=O)c3ccccc3)c3ccccc3)CC2)c1 (stereo unspecified)	22%	-54*	-28%	1%	i	i	20%	-27%	31%
11	Cc1c(/C=N/NC(=O)c2cccnc2)c2ccccc2n1Cc1ccccc1	7%	18	-10%	0%	i	-1%	-2%	5%	9%
12	O=C1CCC[C@@H]2Cc3nc4ccc(Cl)cc4cc3[C@@H]3CCN1[C@H]23	-7%	21	-4%	0%	i	-16%	6%	15%	-20%
13	Cc1ccc(OCCN(C)C(=O)CC2C(=O)NCCN2CC(C)(C)C)cc1 (stereo unspecified)	12%	-2	-24%	0%	i	i	3%	13%	15%
14	Cc1ccc(S(=O)(=O)Nc2nc3ccc(N)cc3s2)cc1	0%	-6	15%	-3%	i	-1%	-21%	-1%	24%
15	COc1ccc(-c2noc(CC(=O)N(C)c3ccccc3F)n2)cc1	-6%	.	-14%	.	.	-2%	20%	.	19%
16	C/C(=N\NC(=S)Nc1cccc(C)c1)c1cccc(N)c1	?	-10	12%	0%	i	i	?	14%	25%
17	Cc1ccc(C(=O)Nc2c(C(=O)NC(C)(C)C)oc3ccccc23)cc1	-9%	.	4%	-8%	.	-7%	15%	4%	-13%
18	CCOC(=O)c1ccc(NC(=O)c2nc[nH]c2C(=O)NC[C@@H](C)O)cc1	-7%	18	72%[activator]	2%	i	-21%	30%	-2%	19%
19	Clc1ccc(-c2ccc(-c3nn4c(-c5ccco5)nnc4s3)o2)cc1	-5%	26	0%	17%	i	?	-3%	19%	20%
20	Cc1ccc(CNC(=O)c2cc3c(-c4ccc(Cl)cc4)nn(C)c3s2)o1	12%	0	-21%	14%	i	3%	?	8%	26%
21	CCOC(=O)c1cn2nc(Oc3ccc(OC)cc3)ccc2n1	12%	16	2%	2%	i	i	28%	21%	12%
22	O=C1/C(=C/c2ccccc2)CCCc2ccccc21	-9%	-11	?	-9%	i	-4%[57.5 µM]	1%	-2%	19%
23	CC(C)N(Cc1ccccc1)C(=O)COC(=O)c1c(F)cccc1F	6%	21	?	23%	i	i	9%	23%	-7%
24	O=[N+]([O-])c1ccc(/C([O-])=C(/C(=S)Nc2ccccc2F)[n+]2ccccc2)cc1	-1%	-10	2%	4%	i	-11%	-2%	8%	25%
25	CC1(C)N([O-])C(c2ccccc2)=C[N+](=O)C1(C)C	1%	4	12%	-5%	i	i	-9%	-9%	3%
26	CCCc1ccc(-c2cc(C(=O)NN3CCOCC3)c3ccccc3n2)cc1	11%	-7	-19%	2%	i	-22%[57.5 µM]	5%	32%	38%
27	COC(=O)CCCCCc1ccc(C(C)=O)s1	0%	17	1%	2%	i	i	6%	4%	4%
28	O=C(Nc1ccc(Nc2ccncc2)cc1)c1ccc([N+](=O)[O-])cc1	-10%	-2	10µM*	-11%	i	-38%[inhibitor]	13%	-1%	-15%
29	CCCCN1C(=O)C2NN=C(C(=O)OCC)C2C1=O (stereo unspecified)	3%	-5	0%	-1%	i	i	-17%	-7%	-7%
30	O=C(O)CCc1ccc(-c2ccc(Br)cc2)n1Cc1ccco1	2%	6	-21%	8%	i	-1%[57.5 µM]	?	-4%	35%
31	Cc1ccc(C)c(NS(=O)(=O)c2ccc(-c3coc(C)n3)cc2)c1	10%	-6	?	4%	i	-2%	13µM*	6%	5%
32	CC1C(=O)N(Cc2cn(CCC3OCCCO3)nn2)CCS(=O)(=O)N1Cc1ccc(-c2ccc(F)cc2)cc1 (stereo unspecified)	10%	2	?	1%	i	-22%	0%	6%	?
33	COC(=O)COc1ccc2cc(-c3ccc(OC)cc3)c(=O)oc2c1	-5%	-12	15%	-2%	i	i	8%	0%	-5%
34	CCOC(=O)c1cc(OC(=O)c2cccc(Cl)c2)n(-c2ccccc2)n1	-20%	.	0%	.	.	-14%	?	.	31%
35	COc1cc(C(C(=O)NC2CCCCC2)N(C(=O)c2snc(C(N)=O)c2N)c2ccc(C)cc2)ccc1O (stereo unspecified)	-13%	-16	22%	-3%	i	-1%	5%	14%	-9%
36	O=S(=O)(Nc1cccnc1)c1ccc(Cl)c(C(F)(F)F)c1	-8%	-51*	1%	0%	i	-61%[inhibitor][57.5 µM]	-4%	7%	19%
37	CC(C)c1nn(-c2cc(C(F)(F)F)ccn2)c(=O)o1	-89%[inhibitor]	4	8%	1%	i	-47%[inhibitor]	4%	-3%	-16%
38	CCN1CCN(C(c2cccs2)C(C)NC(=O)c2ccccc2OC)CC1 (stereo unspecified)	2%	-28	-7%	4%	i	i	?	17%	-17%
39	COc1ccc2[nH]c3c(=O)n(CCCCC(=O)NCCC(C)C)c(=S)[nH]c3c2c1	-10%	-7	2%	0%	i	i	0%	1%	-5%
40	COc1ccc(-c2nc(NC(=O)c3n[nH]c(=O)c4ccccc34)sc2C)cc1	-9%	3	-14%	2%	i	-8%	25%	13%	.
41	Cc1ccc(C)c(C(C)NC(=O)CC#N)c1 (stereo unspecified)	10%	17	12%	6%	i	i	17%	4%	-24%
42	CCNC(=O)COC(=O)CNC(=O)c1cc(Cl)cc([N+](=O)[O-])c1	7%	-12	27%	-1%	i	i	0%	-1%	13%
43	CC(=O)c1ccc(S(=O)(=O)N2CCN(CCOc3ccc(Br)cc3)CC2)cc1	3%	-22	?	3%	i	-89%[inhibitor]	15%	-6%	25%
44	O=C(CN1C(=O)CSc2ccc(S(=O)(=O)N3CCCC3)cc21)NCc1ccc(Cl)cc1	-8%	.	-28%	.	.	i	20%	.	34%
45	COc1ccc(NC(=O)c2nc(S(=O)(=O)Cc3cccc(C)c3)ncc2Cl)c(OC)c1	-7%	-116*	13%	-2%	i	i	20%	-2%	-6%
46	COc1cccc2cc(S(=O)(=O)c3ccc(C)cc3)/c(=N/NS(=O)(=O)c3ccc(C)cc3)oc12	0%	-17	1%	-5%	i	-18%	-20%	1%	3%
47	COC(=O)C1CCN(C(=O)CSc2nnc(-c3ccncc3)o2)CC1	-1%	35	6%	-3%	i	i	5%	-8%	-10%
48	Cc1ccc(NC(=O)CSc2ccc3c(c2)OCCO3)nc1	8%	-10	4%	12%	i	i	22%	6%	14%
49	CCOc1ccc(OCC(=O)c2c(O)c3ccccc3oc2=O)cc1	-19%	0	12%	9%	i	i	-7%	-16%	4%
50	Cc1ccccc1C(=O)NNS(=O)(=O)c1cccc([N+](=O)[O-])c1	2%	0	-7%	0%	i	i	-13%[1.82 µM]	13%	-5%
51	CCc1ccc(NC(=O)CN(c2ccc3c(c2)OCO3)S(=O)(=O)c2c(C)noc2C)cc1	-31%	0	-7%	2%	i	-10%	-8%	-1%	-15%
52	C/C=C\C=C/C(=O)Nc1cccc(C2=NOC3(C2)C[C@@H](C(N)=O)N(C(=O)/C=C/CC)C3)c1 (stereo partly specified)	4%	0	9%	3%	i	i	28%	-4%	43%
53	COc1ccc(Nc2nc(-c3ccccc3)nc3ccccc23)c(OC)c1	-1%	136	28%	-4%	i	i	-4%	28%	23%
54	O=C(c1ccc(Cl)cc1)C1CCCN(Cc2cccn2-c2cccnc2)C1 (stereo unspecified)	-11%	-27	-17%[7.66 µM]	0%	i	i	12%[9.22 µM]	7%	0%
